High-throughput results (PubChem)
Cav3 T inh = blocks human Cav3.2 T-type calcium channel; O95180; Cav3.2-expressing cells, Fluo-4 calcium fluorescence FDSS; stronger effect = lower value; B-score at 10 µM; actives 4% (n = 100,000); AID 449739;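 active means single-dose well whose peak fluorescence ratio is a statistical outlier from its plate by either plate-standardised score or position-corrected B-score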
An asterisk follows results filed as active. Not all compounds are listed (hit frequency here may not be typical).

Molecule	Cav3 T inh
COc1ccc(-c2coc3cc(OC)cc(O)c3c2=O)cc1	-2.1
CCC(CC)C(=O)N(c1ccc(F)cc1)C1C=CS(=O)(=O)C1 (stereo not given)	1
CSc1nc2ccc(S(=O)(=O)N3CCCCC3)cc2s1	-0.52
COc1ccc(-c2cc(C(F)(F)F)n3nc(N)nc3n2)cc1	0.36
O=C(c1ccc(Br)s1)N1CCN(Cc2ccc3c(c2)OCO3)CC1	-0.19
COc1ccc(Cl)cc1S(=O)(=O)n1ccnc1C(C)C	-0.36
Cn1c(=O)c2cc(S(=O)(=O)Nc3ccc4c(c3)OCO4)ccc2n(C)c1=O	-1.2
CCc1cccc2c(C#N)cn(CC(=O)NCc3ccco3)c12	-2
COC(=O)c1sccc1-c1ccc(C(=O)Nc2cccc(Cl)c2)o1	-1.8
COc1ccc(CC(=O)n2c(CC#N)nc3ccccc32)cc1OC	0.38
CCOC(=O)N1CCN(S(=O)(=O)c2c(C)nn(C)c2C)CC1	-0.28
c1ccc(COc2ccc(OCCCN3CCCCC3)cc2)cc1	0.32

Remaining list, next part:
Molecule	Cav3 T inh
O=C(Nc1ccc(Cl)cc1)c1cccs1	0.00044
Cc1cc(N2CCN(C3CCCCC3)CC2)nc2cccc(O)c12	-9.2e-05
Cc1nc2ccc(S(=O)(=O)NC(C(=O)Nc3nc4ccc(Cl)cc4s3)C(C)C)cc2s1 (stereo not given)	-3
Cn1c(Cn2c(=O)sc3ccccc32)nnc1SCc1ccccn1	0.017
Cc1ccc(C)c(N2CCN(C(=O)CCCn3c(=S)[nH]c4cc5c(cc4c3=O)OCO5)CC2)c1	-8.6*
Cc1cc(C(=O)CSc2nnc(N)s2)c(C)n1-c1c(C)n(C)n(-c2ccccc2)c1=O	0.88
Cc1ccc(S(=O)(=O)NCCCN2CCOCC2)c(C)c1	0.034
O=C(CCS(=O)(=O)c1ccc(Br)cc1)N1CCN(c2ccc(Cl)cc2)CC1	0.6
COc1cccc(NS(=O)(=O)c2ccc3[nH]cc(C(=O)NCCC(C)C)c(=O)c3c2)c1	-0.85
COCCCNC(=O)c1ccccc1NS(C)(=O)=O	0.17
CC[n+]1c(S(=O)(=O)[O-])ccc2ccc(C)cc21	-0.011
COc1ccc(C(=O)CSc2nnc(COc3ccc(C#N)cc3)n2-c2ccccc2)cc1	-0.0068

Next section.
Molecule	Cav3 T inh
O=C(NCc1ccc(N2CCCC2=O)cc1)c1cnccn1	0.56
CSc1nc(Oc2ccc3ccccc3c2)c2sccc2n1	-0.36
Cc1cc(=O)oc2c(CN3CCCCC3)c(O)c(Cl)cc12	0.0073
Cc1cccc(N2CCN(C(=O)c3cc4c(=O)n(C)c5ccccc5c4n3C)CC2)c1C	0.15
CC(=O)Oc1ccc2c(c1)c(C(C)=O)c(C)n2C	-2.2
CCn1c(-c2cccc(Cl)c2)n[nH]c1=S	-0.21
Cc1nn(-c2ccccc2)c(C)c1/C=N/NC(=O)c1cc(-c2ccc(Cl)s2)[nH]n1	-3.5
Cc1ccc(OCC(O)CN2C(=O)NC(C)(C)C2=O)cc1 (stereo not given)	-0.23
COc1ccc(-c2c3c(=O)n(C)c(=O)n(C)c3cn2Cc2ccccn2)cc1	0.21
Cc1ccc(Cn2ccc(NC(=O)c3cc4nc5c(c(C(F)(F)F)n4n3)CCc3ccccc3-5)n2)cc1	-2
CC(=O)c1c(C(C)=O)c(C)n(-c2ccc(C(=O)O)cc2)c1C	0.75
CC1CCCCN1Cc1nc2c(c(=O)n(C)c(=O)n2C)n1Cc1c(F)cccc1Cl (stereo not given)	0.0038

Molecules shown so far that contain bromine, in the order listed:
Molecule	Cav3 T inh
O=C(c1ccc(Br)s1)N1CCN(Cc2ccc3c(c2)OCO3)CC1	-0.19
O=C(CCS(=O)(=O)c1ccc(Br)cc1)N1CCN(c2ccc(Cl)cc2)CC1	0.6

Reprinted at random: 3 entries already listed, in no set order.
Molecule	Cav3 T inh
O=C(NCc1ccc(N2CCCC2=O)cc1)c1cnccn1	0.56
COc1ccc(CC(=O)n2c(CC#N)nc3ccccc32)cc1OC	0.38
CCn1c(-c2cccc(Cl)c2)n[nH]c1=S	-0.21

More compounds
Molecule	Cav3 T inh
CCC(=O)Nc1ccc2oc(-c3ccccc3Br)nc2c1	0.17
COC(=O)[C@@]1(Cc2ccc(OC)cc2)[C@@H]2C(=CC(=O)[C@H]2CC(=O)C(=O)N(C)C)CN1C(=O)c1ccccc1	1.6
COCCNC(=O)C1CCCN(c2nn3c(=O)cc(C)nc3s2)C1 (stereo not given)	0.22
Cc1nc(SCC(=O)Nc2ccc(N3CCOCC3)cc2)nc(C)c1C	-0.19
CCCCNC(=O)CC1N=C2c3ccccc3N=C(SCC(=O)Nc3ccccc3OC)N2C1=O (stereo not given)	3.5
CC(=O)c1ccc(O)c(CC=C(C)C)c1O	-2.2
C/C(Cl)=C/Cn1c(SCC(C)C)nc2c1c(=O)[nH]c(=O)n2C	-0.27
Cc1ccc(C(c2nnnn2CC2CCCO2)N2CCN(C(=O)c3ccco3)CC2)cc1 (stereo not given)	1.6
O=C(Nc1ccc2c(c1)OCO2)c1ccc(Cl)nc1	0.34
O=C(CCNC(=O)c1ccccc1)OCN1C(=O)c2ccccc2C1=O	0.097
O=C1/C(=C/c2cccs2)SC(=S)N1c1ccccc1	0.21
Cc1ccccc1S(=O)(=O)Nc1cccnc1	-0.083

Following part.
Molecule	Cav3 T inh
Cn1cccc1CNC(=O)Nc1ccc(Cl)cc1	-0.92
Brc1[nH]nc2ccccc12	0.79
CCc1c(C(=O)NCc2ccccc2Cl)[nH]c(C)c1C(C)=O	0.034
COC(=O)C1=CNC=C(C(=O)OC)C1c1ccccc1Cl	-0.32
CN(CCC#N)CC(=O)Nc1ccc(NC(=O)CN(C)CCC#N)cc1	0.87
CCOc1ccc(/C(O)=C2/C(=O)C(=O)N(c3cc(C)on3)C2c2ccc(C(=O)OC)cc2)cc1 (stereo not given)	-0.35
Cn1c(SCC(=O)NCc2ccco2)nnc1-c1ccc(S(=O)(=O)N2CCOCC2)cc1	0.83
C[C@H]1[C@@H](OC(=O)CCC(=O)O)O[C@@H]2OC3(C)CC[C@H]4[C@H](C)CC[C@@H]1[C@@]24OO3	0.99
N#Cc1c2c(nc(N)c1-c1ccccc1)CCCCC2	-0.28
Cc1ccc(-c2nnc(SCC(=O)Nc3nc4c(s3)CCCC4)n2C)cc1	0.77
Cc1cc(C)c2c(N=CN(C)C)c(C(=O)N3CCN(c4ncccn4)CC3)sc2n1	0.17
Cc1ccc(Sc2cnc3ccccc3n2)cc1	-0.3

Carrying on:
Molecule	Cav3 T inh
COC(=O)c1ccc(N2CCC(c3cc(-c4ccc(OC)cc4)n[nH]3)CC2)c([N+](=O)[O-])c1	-0.49
O=S(=O)(N1CCOCC1)N1CCCN(S(=O)(=O)N2CCOCC2)CC1	0.16
CC(=O)Nc1ccc(S(=O)(=O)N2CCN(C)CC2)cc1	0.21
NC(=O)[C@@H]1CCCNc2c(F)cc([N+](=O)[O-])cc2C(=O)N[C@@H](CO)C(=O)NCC(=O)N1	0.03
Cc1ccc(S(=O)(=O)N(Cc2nccn2C)C(C)C)cc1	0.42
O=C(COc1ccccc1)Nc1nc(-c2ccc(S(=O)(=O)N3CCOCC3)cc2)cs1	-1.7
c1ccc(Oc2ccc(-n3cnnn3)cc2)cc1	2.3
Cc1ccccc1N(CC(=O)Nc1ccccc1C(=O)O)S(C)(=O)=O	0.22
COC(=O)C(C)N(C(=O)c1cccc2ccccc12)c1c(C)cccc1C (stereo not given)	-7.1*
Cc1ccc(-c2nnc(N3CCCCC3)c3ccccc23)cc1S(=O)(=O)NCC1CCCO1 (stereo not given)	-2.5
O=C(CSc1nc(O)cc(=O)n1-c1ccccc1)N1CCCCC1	0.31
COc1ccccc1C(=O)Nc1cccc(N(C)S(C)(=O)=O)c1	-0.46

Next section.
Molecule	Cav3 T inh
Cc1cc2c(c(=O)n1C)C(Cc1ccccc1)C(C#N)=C(N)O2 (stereo not given)	0.14
COc1ccc(CNC(=O)C(c2ccc(C)o2)N(C(=O)c2csnn2)c2ccc(C(C)C)cc2)cc1 (stereo not given)	-7.1*
CC(C)c1nc(SCc2c(F)cccc2Cl)c2c(=O)n(C)c(=O)n(C)c2n1	-1.9
CCCC(O)(CCC)C(=O)NN1CCCCC1	0.33
Cc1cc(NS(=O)(=O)c2ccc(NC(=O)c3cnc4sccn4c3=O)cc2)nc(C)n1	-0.11
COC(=O)c1ccc(C)c(NS(=O)(=O)c2ccc3c(c2)OCCO3)c1	-1.6
CC(C)CC(COCc1ccc(Cl)cc1)N1CCN(C(=O)c2ccc(C(F)(F)F)cc2)CCC1=O (stereo not given)	-1.5
CCCCC(=O)Nc1cc(OC)c(NC(=O)C2CCCCC2)cc1OC	1.4
C=CCn1c(N)c(C(=O)Nc2ccccc2)c2nc3ccccc3nc21	-0.14
Cc1ccc2occ(/C=N/O)c(=O)c2c1	-0.029
Cc1cc(C(=O)Nc2cccc(C(=O)O)c2)c(C)o1	0.0057
O=C(C1CCC1)N1CCC(c2nc3c(nnn3Cc3c(F)cccc3Cl)c(=O)[nH]2)CC1	1.3

(list continues)
Molecule	Cav3 T inh
CC1(C)CC(=O)C2=C(C1)N=c1s/c(=C/c3ccc(F)c(F)c3)c(=O)n1C2c1ccc(F)cc1 (stereo not given)	-2
CC(C)(C)NC(=O)Cn1cc(C#N)c2cc(Br)ccc21	2
CCOC(=O)c1cnc(SC)nc1Nc1cccc2ccccc12	-1.6
CC(C)NC(=O)NCCCCCCS(C)=O (stereo not given)	0.45
O=c1c2ccccc2c(/C=N/c2ncn[nH]2)c(O)n1Cc1ccccc1	0.64
CCOC(=O)CN1C(=O)C(O)(CC(=O)c2cccc(OC)c2)c2ccccc21 (stereo not given)	0.037
O=C1O/C(=C/C(=O)N2CCOCC2)c2ccccc21	0.16
CCOc1ccccc1NC(=O)CCCc1nc2ccccc2c(=O)[nH]1	-1.2
O=C(NCC(=O)N(c1ccc2c(c1)OCCO2)C(C(=O)NC1CCCC1)c1ccco1)c1ccco1 (stereo not given)	-0.65
COc1ccc2c(c1)OC(O)(C(F)(F)C(F)F)CC2=O (stereo not given)	-0.87
CCOC(=O)CNC(=O)c1cn(C)c(=O)c2cc(OC)c(OC)cc12	0.27
Cc1ccc(CSc2nnc3c(n2)OC2(Nc4ccccc4-3)C(=O)Nc3ccc(F)cc32)cc1 (stereo not given)	-2.1

Carrying on:
Molecule	Cav3 T inh
COC(=O)c1ccc(NC(=O)CSc2nnc(-c3ccncc3)n2N)cc1	-1.2
Cn1c(=O)c2ncn(CC(=O)NCCOc3ccccc3)c2n(C)c1=O	-0.038
CCCc1cc(=O)[nH]c(SCC(=O)N(C)Cc2ccccc2)n1	0.63
CC1CCCCN1C(=O)c1cc(F)c(F)cc1Cl (stereo not given)	-0.19
Cc1cc2ccccc2nc1SCC(=O)Nc1nc(-c2ccccc2)cs1	-3.4
COc1ccc(CC(=O)OCC(=O)NC(=O)NC(C)C)cc1	0.54
CCn1c(COc2ccccc2C)nnc1SCC(=O)Nc1ccc2c(c1)OCCO2	0.42
O=S(=O)(c1ccc(N2CCOCC2)nc1)N1CCOCC1	1.1
O=C(CC(SCCO)c1ccc2c(c1)OCO2)c1ccco1 (stereo not given)	0.41
O=C(Nc1ccccc1)C1=C[C@@H](c2coc3ccccc3c2=O)C[C@@H](OCCCCO)O1	-0.7
c1ccc(COc2ccc(CN3CCN(c4ccccn4)CC3)cc2)cc1	-0.97
Cc1ccc(C)c(CSc2nnc(CCN)o2)c1	-0.82

The listing continues.
Molecule	Cav3 T inh
COc1ccccc1NS(=O)(=O)c1cc(C(=O)NCc2ccco2)ccc1C	0.68
CCC(=O)Nc1nnc(Cc2ccccc2)s1	1.5
O=C(NCCCN1CCOCC1)c1cc(-c2ccc3c(c2)OCO3)nc2ccccc12	0.039
CCOC(=O)C1CCN(C(=O)CN(c2ccc(OC)cc2)S(=O)(=O)c2c(C)nn(C)c2C)CC1	0.12
CCOc1ccc(CC2S/C(=N/c3ccccn3)NC2=O)cc1 (stereo not given)	-2.4
CCOC(=O)N1CCN(c2ccc3nnnn3n2)CC1	-0.17
Cc1cc(C(=O)CSC(C)c2nc3ccccc3c(=O)[nH]2)c(C)n1C (stereo not given)	0.78
CC(=O)c1ccc(-n2c(-c3cc(-c4ccco4)[nH]n3)n[nH]c2=S)cc1	0.64
C=CCOC(=O)C(=O)/C=C/c1csc2ccccc12	0.73
COc1ccc(-c2nnn(CC(=O)N(C3CCCC3)C(C)C(=O)NC3CCCC3)n2)cc1OC (stereo not given)	0.19
CCSC1=C(C#N)C(c2cccs2)C(C(=O)OC)=C(C)N1 (stereo not given)	-2.1
COC(=O)C(Sc1nc(C)cc(C)c1C#N)c1ccccc1 (stereo not given)	-1.4

Entries listed above printed as active in Cav3 T inh:
Molecule	Cav3 T inh
Cc1ccc(C)c(N2CCN(C(=O)CCCn3c(=S)[nH]c4cc5c(cc4c3=O)OCO5)CC2)c1	-8.6*
COC(=O)C(C)N(C(=O)c1cccc2ccccc12)c1c(C)cccc1C (stereo not given)	-7.1*
COc1ccc(CNC(=O)C(c2ccc(C)o2)N(C(=O)c2csnn2)c2ccc(C(C)C)cc2)cc1 (stereo not given)	-7.1*

Going on with the list.
Molecule	Cav3 T inh
COC(=O)COc1ccc(S(=O)(=O)NCCC2=CCCCC2)cc1	-2
COc1ccc(C(N)=O)cc1NC(=O)c1cccc(F)c1	0.57
CC(C)CNC(=O)c1cccc(NC(=O)c2ccco2)c1	0.39
O=C(NC1CCCC1)c1cccc(NC(=O)c2ccco2)c1	0.32
COC(=O)c1c(C)oc2ccc(NS(=O)(=O)c3cccs3)cc12	-4.9*
CSc1cccc(NS(=O)(=O)c2cccc3nsnc23)c1	-1.6
[O-][n+]1onc2c1CCC1N(O)C(c3ccccc3)CC21O (stereo not given)	1.7
CC(C)c1[nH]nc2c1C(C(C)C)C(C#N)=C(N)O2 (stereo not given)	-0.17
CCOCCn1c(CN2CCCC(C)C2)nc2c1c(=O)n(C)c(=O)n2C (stereo not given)	0.014
